Screens as filed in PubChem BioAssay.
MIN6 prolif: induces beta-cell replication in MIN6 cells | MIN6 cells proliferation, ATPlite luminescence, 48 h; cells starved in 0.2% serum; 100% = growth in 10% serum | 330,000 compounds, 0.29% hits | AID 2380 | proliferation, % at 10 µM;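 active means compounds whose signal lies at least 3.5 SD above the mean of all wells on their plate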;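 further: 0% = DMSO-treated cells in low-serum medium and 100% = 10% serum control; some compounds called inactive have numbers as strong as hits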
HKDC1 inhibitor: HKDC1 (human) hexokinase inhibition; inhibition, % at 20 µM; AID 493160; Q2TB90; recombinant HKDC1, G6PDH/diaphorase resazurin coupled fluorescence; 340,000 compounds, 0.16% hits;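 active means inhibition above about 35% when tested at 20 µM, limit read from the data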;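 further: plate controls were DMSO wells with enzyme for no effect and DMSO wells lacking enzyme for full effect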
Target sequence (Q2TB90 whole entry, looked up): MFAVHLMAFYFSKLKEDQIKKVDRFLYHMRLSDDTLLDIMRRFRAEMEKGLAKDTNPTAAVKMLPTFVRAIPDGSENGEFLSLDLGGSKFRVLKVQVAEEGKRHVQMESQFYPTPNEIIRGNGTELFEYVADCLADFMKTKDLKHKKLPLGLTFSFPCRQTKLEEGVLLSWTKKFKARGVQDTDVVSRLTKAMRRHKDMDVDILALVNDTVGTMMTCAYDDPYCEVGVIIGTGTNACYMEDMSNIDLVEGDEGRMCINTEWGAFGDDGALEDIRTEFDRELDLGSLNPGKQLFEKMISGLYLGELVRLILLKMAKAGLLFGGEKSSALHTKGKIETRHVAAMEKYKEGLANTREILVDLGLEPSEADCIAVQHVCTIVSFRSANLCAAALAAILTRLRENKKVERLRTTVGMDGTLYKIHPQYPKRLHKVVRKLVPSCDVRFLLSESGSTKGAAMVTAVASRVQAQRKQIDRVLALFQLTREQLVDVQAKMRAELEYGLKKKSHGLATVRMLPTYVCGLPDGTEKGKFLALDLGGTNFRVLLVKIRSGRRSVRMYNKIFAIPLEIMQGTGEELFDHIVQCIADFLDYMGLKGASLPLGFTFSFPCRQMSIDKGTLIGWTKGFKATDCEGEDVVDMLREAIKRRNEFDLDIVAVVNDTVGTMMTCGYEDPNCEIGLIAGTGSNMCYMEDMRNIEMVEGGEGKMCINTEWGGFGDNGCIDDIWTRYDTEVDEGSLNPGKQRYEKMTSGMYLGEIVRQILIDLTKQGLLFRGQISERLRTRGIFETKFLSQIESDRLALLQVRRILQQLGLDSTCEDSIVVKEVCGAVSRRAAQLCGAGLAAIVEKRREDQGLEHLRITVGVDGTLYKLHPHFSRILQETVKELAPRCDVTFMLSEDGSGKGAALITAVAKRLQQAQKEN
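Incubation: 90 min at room temperature in dark / Material: recombinant HKDC1 (HK5) hexokinase enzyme, produced in-house / Quantity: enzyme 5 µg/mL final / Compound: one dose of 20 µM, 1% DMSO / Reagent: glucose and ATP substrates / Buffer or medium: Tris pH 8.0 buffer with MgCl2, Tween-20, BSA, BME / Technique: resorufin fluorescence at 613 nm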
UBC13 inh: blocks human UBC13 polyubiquitin chain formation; 330,000 compounds, 0.47% hits; inhibition, % at 20 µM; AID 485273; TR-FRET; in the data active means inhibition above about 45%, passing the limit was not always enough
Target sequence (P61088 whole entry, looked up): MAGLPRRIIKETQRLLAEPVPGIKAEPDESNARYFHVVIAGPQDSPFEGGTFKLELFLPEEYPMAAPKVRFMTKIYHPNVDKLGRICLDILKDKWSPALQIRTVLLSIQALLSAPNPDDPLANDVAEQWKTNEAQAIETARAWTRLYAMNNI
SENP6 inh: SENP6 protease inhibition. Q9GZR1. Recombinant SENP6 catalytic domain, aminoluciferin luminescence. inhibition, % at 10 µM. 330,000 compounds, 1.8% hits. AID 2599;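 active means inhibition above about 50% at the single tested dose, limit read from the data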;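 further: plate controls were DMSO wells with enzyme for no effect and DMSO wells lacking enzyme for full effect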
PfG6PD inh: PfG6PD (Plasmodium falciparum) enzyme inhibition | AID 504690 | PfGluPho enzyme, NADPH resazurin-diaphorase fluorescence | inhibition, % at 20 µM | 350,000 compounds, 0.78% hits;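 active means inhibition reaching at least a set limit at 20 µM in the primary screen, cut at about 59% in these data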;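 further: 0% = DMSO wells with substrate and 100% = DMSO wells lacking glucose-6-phosphate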
SENP8 block-1: inhibitors of human SENP8 protease. Q96LD8. recombinant SENP8, Nedd8 substrate fluorescence. inhibition, % at 20 µM. 360,000 compounds, 0.64% hits. AID 602440; in the data active means inhibition mostly above about 40%, no sharp cut-off; inactive means mostly below about 27%
SENP8 block-2: SENP8 protease inhibition; Q96LD8; inhibition, % at 10 µM; purified SENP8, Z-RLRGG-aminoluciferin cleavage, luminescence; 330,000 compounds, 1.2% hits; AID 2540; in the data active means inhibition above about 50%
SENP1 FRET inh: inhibitors of human SENP1 SUMO protease catalytic domain | AID 624204 | recombinant SENP1 catalytic domain, CyPet-SUMO1-YPet FRET cleavage | 360,000 compounds, 0.21% hits | inhibition, % at 10 µM;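 active means inhibition at least 30% at 10 µM, raw YFP signal under a set limit, fluorescence ratio 0.5 to 1.5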;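 further: 0% = enzyme with DMSO and 100% = no enzyme wells; some results filed as inactive read as strong as hits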
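Compound: 10 µM single point, 0.5% DMSO; Test system: hSENP1 catalytic domain, recombinant; Timing: 50 min reaction at room temperature; Technique: FRET, CFP and YFP emission; Control set: no-enzyme wells low, DMSO-plus-enzyme wells high control.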
SENP7 block: inhibitors of human SENP7 protease; Q9BQF6; recombinant SENP7, Z-RLRGG-aminoluciferin luminescence, 40 min; inhibition, % at 5 µM; 330,000 compounds, 1.5% hits;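 active means inhibition above about 50% at the single test dose, limit read from the data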;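 further: plate controls were DMSO with enzyme for no effect and no enzyme buffer wells for full effect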
Starred values were filed as active, the others as inactive; · = no result given.

SMILES	MIN6 prolif	HKDC1 inhibitor	UBC13 inh	SENP6 inh	PfG6PD inh	SENP8 block-1	SENP8 block-2	SENP1 FRET inh	SENP7 block
CNC(=O)COC(=O)c1cc(NC(=O)c2ccco2)c(OC)c(OC)c1	0	-9	-11	-3	6	-46	-4	1	-6
O=C(COC(=O)c1nc(Cl)ccc1Cl)Nc1ncc(Cl)cc1Cl	-2	3	2	-22	-14	5	-4	0	3
COc1cc(OC)c(NC(=O)C2CCCN2C(=O)OCc2ccccc2)cc1Cl (stereo not given)	-1	-5	4	-8	5	8	-4	0	6
COc1ccc(OCCCON2C(=O)c3ccccc3C2=O)cc1	-3	1	-3	-14	-7	17	-14	-3	-1
O=C(c1cc(COc2ccc3ncccc3c2)on1)N1CCCC1	-6	-3	3	-5	-12	7	2	-1	-10
CN1CCN(NC(=O)c2ccc(Cl)c(S(=O)(=O)Nc3ccc(Cl)cc3)c2)CC1	-3	-4	1	9	-18	20	-10	1	-5
O=C(NN1CCOCC1)c1cc(-c2ccccc2)nc2ccccc12	1	6	2	-2	-9	10	3	2	0
CC1(C)COC(/C=C/c2ccc([N+](=O)[O-])cc2)=N1	·	-5	·	·	2	13	·	6	·
COc1cccc(CNc2ncnc3cc(OC)c(OC)cc23)c1	0	0	6	-12	1	-14	-8	1	0
COCCCNCC(O)COc1ccccc1F (stereo not given)	-3	-6	2	9	9	9	10	0	2
COc1ccc(S(=O)(=O)Nc2ccc3c(c2)OCCO3)cc1OC	-1	-2	4	3	-14	14	10	2	0
CN(C)c1ccc(/C=N/NC(=O)c2ccco2)cc1	-3	0	-9	65*	4	-290	27	-7	49
COc1ccc(NC(=O)CN(Cc2ccco2)Cc2ccco2)cc1S(=O)(=O)N1CCCCC1	-2	-3	1	-10	14	3	-14	1	-12
CN(C#N)c1nc(Cl)nc(Nc2cccc(Cl)c2)n1	-3	10	4	4	0	8	1	0	7
COCn1c(-c2ccc(OC)cc2)nc2ccccc21	-3	1	-6	59*	16	-15	26	1	53*
N/C(=N\OC(=O)CCC1CCCCC1)c1cccc([N+](=O)[O-])c1	-6	-3	1	9	14	15	-18	2	1
COc1ccc(CNC(=O)Nc2cccs2)cc1OC	-3	-6	-2	11	15	3	2	-8	8
COc1ccc(-n2cnc(N)c2C(=O)c2cccc([N+](=O)[O-])c2)cc1	-2	-11	-32	-8	26	26	-13	1	-10
Cc1c(Br)c([N+](=O)[O-])nn1CC(=O)NC1CCCCCC1	0	6	2	-6	1	8	-8	0	4
O=C(Nc1cccc2c1CCCC2)c1ccccc1Br	-3	-4	2	11	-20	10	4	2	9
COc1ccc(C(=O)Nc2ccc(C3=NNC(=O)CC3C)cc2NC(=O)c2ccc(OC)cc2)cc1 (stereo not given)	-2	-1	0	-16	13	-15	-1	0	8
O=C(/C=C/c1ccco1)Nc1nnc(-c2ccco2)s1	0	-6	12	-1	-6	-398	-8	-3	-11
CCC(C)(C)NC(=O)C(c1ccncc1)N(Cc1ccc(C)cc1)C(=O)c1csnn1 (stereo not given)	-2	-3	0	2	0	9	1	-1	-4
Cc1nc2ccc(NC(=O)CCS(=O)(=O)c3ccccc3)cc2s1	-3	-14	1	5	4	9	-4	-4	-2
Cc1cccc(C)c1NC(=O)NC1(C(=O)NCc2ccncc2)CCCCC1	0	-4	7	3	-11	8	9	1	3
CCOc1cc(C2C(C(C)=O)=C(C)Nc3ncnn32)ccc1O (stereo not given)	0	-6	-1	-4	0	13	-5	1	-7
COc1ccc(S(=O)(=O)N2CCC(C(=O)NCc3ccncc3)CC2)cc1C	-1	-1	6	-14	-16	9	-2	1	3
CC(=O)Nc1ccc(-c2cn3cc(C)ccc3n2)cc1	0	-5	9	3	10	-276	-19	1	-5
Cc1cccc2[nH]c3c(N4CCN(C(=O)c5ccco5)CC4)ncnc3c12	-3	6	3	-28	13	-294	-13	-1	-13
O=C(Cn1c(=O)n(CC(=O)NCc2ccccc2)c2ccccc21)NCc1ccccc1	0	-7	6	-7	-3	26	3	0	-14
NNC(=O)Nc1cccc(C(F)(F)F)c1	-1	-4	3	-5	-6	16	1	2	9
COCCn1c(CN2CCN(c3ccccc3)CC2)nc2c1c(=O)n(C)c(=O)n2C	-3	1	0	-1	-14	12	4	-2	8
O=C(N/N=C/c1ccncc1)c1ccc(NC(=O)c2cccc(Cl)c2)cc1	-2	-12	-5	-3	16	-1	0	1	3
Cc1c(C(=O)OCC(=O)Nc2ccc(N3CCOCC3)cc2)oc2ccccc12	1	0	-6	6	-4	-3	0	2	4
O=C(NCC1CCCO1)c1ccc(Cn2c(=S)[nH]c3ccccc3c2=O)cc1 (stereo not given)	-3	4	11	-6	-7	19	1	0	7
CCCCn1c(=O)n(CC(=O)Nc2ccc(C)c(Cl)c2)c(=O)c2c1ncn2Cc1ccco1	-3	4	-6	-15	31	-16	0	-1	4
Cc1cccc(Oc2coc3cc(O)ccc3c2=O)c1	0	-4	8	16	-12	-288	-1	-5	-7
CC(=O)Nc1cc2c(c([N+](=O)[O-])c1C)C(C)(C)CC2(C)C	·	-1	·	·	6	13	·	2	·
CCOCCCn1c(=O)c2ccccc2n2c(=S)[nH]nc12	1	1	-3	-10	25	25	-1	-1	-8
Cc1onc(-c2c(F)cccc2Cl)c1C(=O)N1CCCCC1	-3	-6	-6	0	2	3	1	0	8
COc1ccc(Cn2c(=O)[nH]c3cc(C(=O)NC4CCCC4)ccc3c2=O)cc1	-1	0	-4	-2	4	-49	-7	2	-6
COc1ccccc1N1CCN(C(=O)CSc2nnc(NC(=O)C(C)C)s2)CC1	0	-4	18	-11	-7	21	-4	-1	6
COc1ccc2[nH]cc(CCNC(=O)Nc3ccccc3C)c2c1	-1	-4	39	8	-7	6	-7	-1	-2
CCCn1c(SCCC(=O)O)nc2ccccc21	0	1	9	-25	-12	7	-9	1	0
COc1cc(Cl)c(C)cc1NC(=O)CN(C)Cc1cccc(OC)c1OC	-4	20	2	6	11	10	-4	1	5

At a glance, part of the list above.
SMILES	MIN6 prolif	HKDC1 inhibitor	UBC13 inh	SENP6 inh	PfG6PD inh	SENP8 block-1	SENP8 block-2	SENP1 FRET inh	SENP7 block
CCCn1c(SCCC(=O)O)nc2ccccc21	0	1	9	-25	-12	7	-9	1	0
COc1cc(Cl)c(C)cc1NC(=O)CN(C)Cc1cccc(OC)c1OC	-4	20	2	6	11	10	-4	1	5

Remaining list, next part.
SMILES	MIN6 prolif	HKDC1 inhibitor	UBC13 inh	SENP6 inh	PfG6PD inh	SENP8 block-1	SENP8 block-2	SENP1 FRET inh	SENP7 block
CCc1ccc(N(CC(=O)N2CCOCC2)S(C)(=O)=O)cc1	4	-3	1	3	-15	-10	-2	-2	-1
Cc1oc(-c2cccs2)nc1CS(=O)CC(=O)NCCCN1CC(C)CC(C)C1 (stereo not given)	-2	-5	6	2	1	15	11	-2	1
CCOc1ccc(NS(=O)(=O)c2ccc(C(=O)N(C)CC(=O)Nc3ccc(C)cc3)cc2)cc1	-3	-4	7	7	2	5	-2	1	-5
COc1ccc(C(=O)Nc2ccc(NC(C)=O)cc2)cc1S(=O)(=O)N1CCCC1	6	-4	-2	11	-7	4	-8	1	6
Cc1noc(C)c1S(=O)(=O)Nc1ccc2c(c1)C(=O)N([C@H](C)CO)C[C@H](C)[C@@H](CN(C)C(=O)Nc1ccccc1)O2	-3	3	-6	-9	33	7	-6	1	7
CCOc1ccc(S(=O)(=O)N(C)c2ccc(OCC(=O)NCc3cccnc3)cc2)cc1	-2	0	-8	-29	20	2	-1	2	-11
CCOC(=O)c1c(C)n(CC)c2c1cc(O)c1ccccc12	-1	6	5	-10	7	-73	-10	0	-3
CCCCN1C(=O)Nc2ccccc2S1(=O)=O	-4	15	4	-16	-15	14	2	2	4
O=C(CCc1cn(Cc2ccc(F)cc2)c2ccccc12)N1CCOCC1	2	0	1	-1	11	16	-6	-1	6
N#Cc1ccccc1OCC(=O)OCC(=O)Nc1ccc2c(c1)OCO2	2	-2	17	3	-4	10	-3	3	-4
O=[N+]([O-])c1ccc(O)c(C=Nc2cccc3ccccc23)c1	-4	17	-91	58*	2	-422	61*	-23	19
COc1cccc(CN(C)C(=O)c2cc(COc3c(F)cccc3F)on2)c1	2	-3	8	-2	-5	12	7	4	2
COc1cc(NC(=O)CN2C(=O)CN(C)C2=O)c(C)cc1[N+](=O)[O-]	-1	-7	15	-5	10	26	-4	1	-8
C=CCNC(=S)NNc1nc2sc3c(c2c(=O)[nH]1)CC(C)(C)OC3	-2	1	-3	8	12	-9	9	-6	2
NC(=O)[C@@H]1CC2(CC(c3cccc(NC(=O)CC(c4ccccc4)c4ccccc4)c3)=NO2)CN1C(=O)c1ccc(Cl)cc1 (stereo not given in full)	-9	4	-11	-24	8	34	-7	0	0

Looked up above.
Result for C=CCNC(=S)NNc1nc2sc3c(c2c(=O)[nH]1)CC(C)(C)OC3 under SENP1 FRET inh: -6
Result for CCOC(=O)c1c(C)n(CC)c2c1cc(O)c1ccccc12 under PfG6PD inh: 7
Result for CCc1ccc(N(CC(=O)N2CCOCC2)S(C)(=O)=O)cc1 under MIN6 prolif: 4
Result for COc1cc(NC(=O)CN2C(=O)CN(C)C2=O)c(C)cc1[N+](=O)[O-] under SENP8 block-1: 26
Result for O=[N+]([O-])c1ccc(O)c(C=Nc2cccc3ccccc23)c1 under SENP8 block-1: -422

Other compounds:
SMILES	MIN6 prolif	HKDC1 inhibitor	UBC13 inh	SENP6 inh	PfG6PD inh	SENP8 block-1	SENP8 block-2	SENP1 FRET inh	SENP7 block
CCOC(=O)c1[nH]nc2c1C(=O)N(Cc1ccccc1)C2=O	-2	-2	6	-9	-14	-16	-5	3	-1
CSc1nc2ccc(NS(=O)(=O)c3ccc4c(c3)OCCO4)cc2s1	-5	-4	-1	-4	-4	13	-5	0	0
Cc1ncsc1CCSc1n[nH]c(=O)n1-c1ccccc1	1	-4	-2	-21	-5	21	-9	2	-6
O=C(C[n+]1ccc(C(=O)N/N=C/c2ccc(Cl)cc2Cl)cc1)c1ccccc1	0	-7	7	-10	-10	2	-2	-112	0
O=C(CNC(=O)c1ccccc1)OCC(=O)c1cccs1	0	-7	1	-12	0	1	-5	0	-1
CCc1nnc(NC(=O)CCC(=O)NCCc2ccc(OC)c(OC)c2)s1	0	-8	-22	-2	1	12	-6	-2	-6
CC1(C)CC(=O)C2=C(C1)N(Cc1cccnc1)C(=O)C2(NC(=O)c1cccnc1)C(F)(F)F (stereo not given)	-1	0	4	-7	-12	21	0	2	-2
N#CCSCC(=O)Nc1ccc(Cl)cc1	-2	1	14	-7	-19	4	4	2	4
COCCN(C(=O)CSc1nc2nc(C)cc(C)n2n1)c1c(N)n(Cc2ccccc2)c(=O)[nH]c1=O	-1	0	-4	1	-5	-1	5	2	2
Cc1c(C(=O)N2CCOCC2)sc(NC(=O)C(C)C)c1C#N	0	-6	0	-4	-2	4	-3	-2	9
CCC(C)NC(=O)c1ccc(C2SCC(=O)N2Cc2ccccc2)cc1 (stereo not given)	-2	-15	5	-3	5	2	-3	3	1
c1cncc(-c2nc(-c3ccco3)cs2)c1	4	3	-2	-5	34	-12	-2	3	2
C/C=C(\C)C(=O)N1CC2(CC(c3cccc(NC(=O)CCCCC)c3)=NO2)C[C@@H]1C(N)=O (stereo not given in full)	2	-2	2	-2	-1	15	3	-1	-5
COC(=O)c1cc2c(ccn2-c2ccc(F)cc2)n1Cc1ccc(OC(C)=O)cc1	-3	6	9	5	18	-85	-1	2	-5
Cc1ccc(C2OC34CCCCCC3C(C#N)(C(=N)O4)C2(C#N)C#N)cc1 (stereo not given)	9.0*	16	2	1	-9	-444	-9	-82	-4

Hits appear at their usual frequency; 4% or so of the library scored in one or more.
